SENP8 block-1 = blocks human SENP8 cleavage of Nedd8 substrate; AID 602440; inhibition, % at 20 µM; recombinant SENP8, Nedd8 substrate fluorescence; 360,000 compounds, 0.64% hits; Q96LD8; in the data active = inhibition mostly above about 40%, no sharp cut-off; inactive = mostly below about 27%
Target sequence (Q96LD8 whole entry, looked up): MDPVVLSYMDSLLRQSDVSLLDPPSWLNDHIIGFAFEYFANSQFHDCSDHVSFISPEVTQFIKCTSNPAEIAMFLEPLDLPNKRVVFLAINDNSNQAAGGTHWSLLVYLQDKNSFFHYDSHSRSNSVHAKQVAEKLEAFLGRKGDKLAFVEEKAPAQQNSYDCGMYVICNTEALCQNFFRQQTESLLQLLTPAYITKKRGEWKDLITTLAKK
SENP7 inh = SENP7 protease inhibition. Q9BQF6. recombinant SENP7, Z-RLRGG-aminoluciferin luminescence, 40 min. inhibition, % at 5 µM. 330,000 compounds, 1.5% hits;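 active = inhibition above about 50% at the single test dose, limit read from the data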;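 also: plate controls were DMSO with enzyme for no effect and no enzyme buffer wells for full effect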
Apaf-1 inh = human Apaf-1 inhibition | inhibition, % at 20 µM | 330,000 compounds, 0.71% hits | O14727 | reconstituted apoptosome caspase-3 activity, DEVD-Rh110 fluorescence; active = inhibition of at least 40% at 20 µM;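 also: plate controls were DMSO wells for no effect and DEVD-CHO caspase inhibitor wells for full effect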
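Material: reconstituted apoptosome with Apaf-1, cytochrome c, caspase-9, procaspase-3, dATP; medium: pH 7.5 Hepes buffer with CHAPS, BSA, DTT; also added: cytochrome c and DEVD-Rh110 substrate; timing: 30 min plus 50 min, RT; signal: Rh110 fluorescence intensity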
HKDC1 inhibitor = blocks human hexokinase HKDC1 activity; inhibition, % at 20 µM; AID 493160; recombinant HKDC1, G6PDH/diaphorase resazurin coupled fluorescence; Q2TB90; 340,000 compounds, 0.16% hits;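 active = inhibition above about 35% when tested at 20 µM, limit read from the data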;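 also: plate controls were DMSO wells with enzyme for no effect and DMSO wells lacking enzyme for full effect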
Target sequence (Q2TB90 whole entry, looked up): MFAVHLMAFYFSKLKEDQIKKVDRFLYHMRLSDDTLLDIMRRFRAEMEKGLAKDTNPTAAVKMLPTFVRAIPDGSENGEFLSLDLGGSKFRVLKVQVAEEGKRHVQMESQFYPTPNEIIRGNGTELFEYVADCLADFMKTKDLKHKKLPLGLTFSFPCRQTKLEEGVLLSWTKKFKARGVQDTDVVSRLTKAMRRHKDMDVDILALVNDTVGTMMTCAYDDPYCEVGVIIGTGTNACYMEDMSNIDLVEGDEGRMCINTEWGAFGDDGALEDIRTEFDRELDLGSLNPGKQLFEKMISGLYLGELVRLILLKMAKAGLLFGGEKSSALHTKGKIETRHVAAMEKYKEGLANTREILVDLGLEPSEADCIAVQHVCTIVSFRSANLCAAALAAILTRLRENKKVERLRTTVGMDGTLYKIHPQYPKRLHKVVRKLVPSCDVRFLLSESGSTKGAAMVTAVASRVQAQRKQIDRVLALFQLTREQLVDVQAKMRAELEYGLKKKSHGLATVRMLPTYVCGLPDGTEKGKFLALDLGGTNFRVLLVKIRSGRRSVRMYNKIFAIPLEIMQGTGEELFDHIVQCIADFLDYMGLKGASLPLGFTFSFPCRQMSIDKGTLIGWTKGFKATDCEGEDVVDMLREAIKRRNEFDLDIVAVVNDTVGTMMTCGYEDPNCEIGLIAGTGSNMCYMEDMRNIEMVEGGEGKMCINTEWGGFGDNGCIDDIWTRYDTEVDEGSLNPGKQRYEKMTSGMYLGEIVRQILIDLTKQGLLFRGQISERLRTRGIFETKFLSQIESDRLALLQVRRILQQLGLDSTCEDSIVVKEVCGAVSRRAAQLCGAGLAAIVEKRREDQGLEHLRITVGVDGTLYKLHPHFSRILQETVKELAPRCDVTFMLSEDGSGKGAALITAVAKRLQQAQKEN
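Material – in-house recombinant HK5 (HKDC1) enzyme · Quantity – HKDC1 at 5 µg/mL · Buffer or medium – pH 8.0 Tris buffer with 10 mM MgCl2 · Reagent – glucose with 1 mM ATP · Dosing – single 20 µM dose · Times – reaction time 90 min, room temperature, protected from light · Technique – resorufin fluorescence at 613 nm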
PfGluPho inh = PfG6PD (Plasmodium falciparum) enzyme inhibition; PfGluPho enzyme, NADPH resazurin-diaphorase fluorescence; inhibition, % at 20 µM; 350,000 compounds, 0.78% hits; AID 504690;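 active = inhibition reaching at least a set limit at 20 µM in the primary screen, cut at about 59% in these data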;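 also: 0% = DMSO wells with substrate and 100% = DMSO wells lacking glucose-6-phosphate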
SENP8 block-2 = SENP8 protease inhibition | purified SENP8, Z-RLRGG-aminoluciferin cleavage, luminescence | inhibition, % at 10 µM | 330,000 compounds, 1.2% hits | AID 2540; in the data active = inhibition above about 50%
NLRP3 yeast inh = NALP3 inhibition in yeast; Yeast reconstituted NLRP3/ASC/caspase-1, beta-gal luminescence, 24 h; inhibition, % at 10 µM; 330,000 compounds, 0.39% hits;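 active = inhibition of 50% or more; inactive = inhibition below 50%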;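 also: plate controls were induced DMSO wells for no effect and uninduced yeast grown without galactose for full effect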
SENP1 FRET inh = inhibitors of human SENP1 SUMO protease catalytic domain; recombinant SENP1 catalytic domain, CyPet-SUMO1-YPet FRET cleavage; inhibition, % at 10 µM; 360,000 compounds, 0.21% hits;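 active = inhibition at least 30% at 10 µM, raw YFP signal under a set limit, fluorescence ratio 0.5 to 1.5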;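 also: 0% = enzyme with DMSO and 100% = no enzyme wells; some results filed as inactive read as strong as hits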
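material = recombinant human SENP1 catalytic domain, His6-tagged | quantity = 20 pM enzyme | reagent = 25 nM SUMO1 FRET substrate | compound dosing = 10 µM single point, 0.5% DMSO | timing = 50 min enzyme reaction, room temperature, light-protected | detection = FRET, CFP and YFP emission | control set = no-enzyme low, enzyme-DMSO high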
SENP6 inh = SENP6 protease inhibition | inhibition, % at 10 µM | Q9GZR1 | Recombinant SENP6 catalytic domain, aminoluciferin luminescence | 330,000 compounds, 1.8% hits;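 active = inhibition above about 50% at the single tested dose, limit read from the data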;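 also: plate controls were DMSO wells with enzyme for no effect and DMSO wells lacking enzyme for full effect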
Numbers without * were called inactive. Outcome played no part in choosing rows (roughly 4.1% active in at least one column).

What do the screens show for `CCOC(=O)C1CCCN(C(=O)/C=C/c2cccc([N+](=O)[O-])c2)C1` (stereo not given)?
SENP8 block-1: 6; SENP7 inh: 2; Apaf-1 inh: -15; HKDC1 inhibitor: -4; PfGluPho inh: 5; SENP8 block-2: 0; NLRP3 yeast inh: 1; SENP1 FRET inh: 2; SENP6 inh: -12

What do the screens show for `O=C(c1cc(-c2ccco2)nc2ccccc12)N1CCN(Cc2ccccc2)CC1`?
SENP8 block-1: inactive; SENP7 inh: 9; Apaf-1 inh: 2; HKDC1 inhibitor: 3; PfGluPho inh: 4; SENP8 block-2: 9; NLRP3 yeast inh: 4; SENP1 FRET inh: -3; SENP6 inh: -2

What do the screens show for `C/C=C/C=C(/NC(=O)c1ccccc1)C(=O)Nc1ccccc1`?
SENP8 block-1: -2; SENP7 inh: 1; Apaf-1 inh: -17; HKDC1 inhibitor: -8; PfGluPho inh: -6; SENP8 block-2: 1; NLRP3 yeast inh: 14; SENP1 FRET inh: 1; SENP6 inh: -9

What do the screens show for `COc1cccc(-n2c(SCC(=O)N3CCOCC3)nc3c([nH]c4ccccc43)c2=O)c1`?
SENP8 block-1: -10; SENP7 inh: -7; Apaf-1 inh: -12; HKDC1 inhibitor: 2; PfGluPho inh: -20; SENP8 block-2: -2; NLRP3 yeast inh: 22; SENP1 FRET inh: 3; SENP6 inh: -3

How did CCOc1ccc(C(=O)SC2=NCCS2)cc1 do in these assays?
SENP8 block-1: 8; SENP7 inh: 4; Apaf-1 inh: -10; HKDC1 inhibitor: -4; PfGluPho inh: 3; SENP8 block-2: -2; NLRP3 yeast inh: 6; SENP1 FRET inh: 3; SENP6 inh: -23

Results for CCCCn1c(N)c(N(CC(C)C)C(=O)c2cc(-c3ccncc3)nc3ccccc23)c(=O)[nH]c1=O ?
SENP8 block-1: -51; SENP7 inh: 12; Apaf-1 inh: -2; HKDC1 inhibitor: 1; PfGluPho inh: 9; SENP8 block-2: -10; NLRP3 yeast inh: 17; SENP1 FRET inh: -14; SENP6 inh: -13

What do the screens show for `CCOc1ccccc1NC(=O)CNC(=O)c1nn(-c2ccc(OC)c(OC)c2)c(=O)c2ccccc12`?
SENP8 block-1: -52; SENP7 inh: 3; Apaf-1 inh: 15; HKDC1 inhibitor: -1; PfGluPho inh: 19; SENP8 block-2: 8; NLRP3 yeast inh: 8; SENP1 FRET inh: -1; SENP6 inh: 1

How did COC(=O)C1CCN(C(=O)COC(=O)CC(NC(C)=O)c2ccccc2)CC1 (stereo not given) do in these assays?
SENP8 block-1: 18; SENP7 inh: -6; Apaf-1 inh: 12; HKDC1 inhibitor: 1; PfGluPho inh: -9; SENP8 block-2: -1; NLRP3 yeast inh: -8; SENP1 FRET inh: 0; SENP6 inh: -16

What do the screens show for `O=C(CCSc1nc(-c2ccco2)cc(C(F)(F)F)n1)Nc1ccc2c(c1)OCO2`?
SENP8 block-1: 18; SENP7 inh: 2; Apaf-1 inh: 2; HKDC1 inhibitor: -4; PfGluPho inh: 14; SENP8 block-2: 1; NLRP3 yeast inh: 16; SENP1 FRET inh: -1; SENP6 inh: -14

How did COC(=O)CN(c1ccccc1F)S(=O)(=O)c1ccc(C)cc1 do in these assays?
SENP8 block-1: 4; SENP7 inh: 1; Apaf-1 inh: 2; HKDC1 inhibitor: -6; PfGluPho inh: 4; SENP8 block-2: 2; NLRP3 yeast inh: 5; SENP1 FRET inh: 2; SENP6 inh: -16

What do the screens show for `Cc1cc(C)nc(N2C(=O)CC(Cc3ccc(Cl)cc3)C2=O)n1` (stereo not given)?
SENP8 block-1: 9; SENP7 inh: 0; Apaf-1 inh: -1; HKDC1 inhibitor: -12; PfGluPho inh: 8; SENP8 block-2: 6; NLRP3 yeast inh: 8; SENP1 FRET inh: 1; SENP6 inh: -5

How did Cc1ccc2nc(NC(=O)COC(=O)CSc3nc(C)cc(C)n3)sc2c1 do in these assays?
SENP8 block-1: 0; SENP7 inh: 7; Apaf-1 inh: -8; HKDC1 inhibitor: -8; PfGluPho inh: 0; SENP8 block-2: 0; NLRP3 yeast inh: 0; SENP1 FRET inh: -1; SENP6 inh: 23

What do the screens show for `CCCCN(C(=O)c1ccc(N(C)S(=O)(=O)c2ccc(C)cc2)cc1)c1c(N)n(CCCC)c(=O)[nH]c1=O`?
SENP8 block-1: -10; SENP7 inh: 2; Apaf-1 inh: 6; HKDC1 inhibitor: 8; PfGluPho inh: 1; SENP8 block-2: -7; NLRP3 yeast inh: 7; SENP1 FRET inh: -8; SENP6 inh: -4

Results for Cc1c(NC(=O)C2CC(c3cccc(Br)c3)=NO2)c(=O)n(-c2ccccc2)n1C (stereo not given) ?
SENP8 block-1: 6; SENP7 inh: -2; Apaf-1 inh: -2; HKDC1 inhibitor: -3; PfGluPho inh: -6; SENP8 block-2: -1; NLRP3 yeast inh: 6; SENP1 FRET inh: 2; SENP6 inh: -7

What do the screens show for `Cn1c(-c2ccc3c(c2)OCO3)cnc1N`?
SENP8 block-1: -64; SENP7 inh: 0; Apaf-1 inh: 1; HKDC1 inhibitor: -5; PfGluPho inh: 13; SENP8 block-2: -3; NLRP3 yeast inh: 9; SENP1 FRET inh: -1; SENP6 inh: 2

What do the screens show for `Cc1cccnc1NC(=O)c1cccc(S(=O)(=O)N2CCN(c3ccccc3)CC2)c1`?
SENP8 block-1: 14; SENP7 inh: -1; Apaf-1 inh: 6; HKDC1 inhibitor: -2; PfGluPho inh: -4; SENP8 block-2: -11; NLRP3 yeast inh: 11; SENP1 FRET inh: 0; SENP6 inh: -17

Results for CC(C)CCOC(=O)C1C(c2ccccc2)C(C(=O)O)C1c1ccccc1 (stereo not given) ?
SENP8 block-1: 2; SENP7 inh: 12; Apaf-1 inh: 3; HKDC1 inhibitor: 3; PfGluPho inh: -37; SENP8 block-2: 11; NLRP3 yeast inh: 5; SENP1 FRET inh: 1; SENP6 inh: 0

How did Cc1ccc(CNC(=O)c2cc(C)nn2-c2ccccc2)cc1 do in these assays?
SENP8 block-1: 9; SENP7 inh: 11; Apaf-1 inh: -7; HKDC1 inhibitor: -3; PfGluPho inh: 6; SENP8 block-2: 12; NLRP3 yeast inh: 14; SENP1 FRET inh: 3; SENP6 inh: 11

Results for Cc1ccc(-c2cn(-c3ccc(SC(F)F)cc3)c3[n+]2CCC3)cc1 ?
SENP8 block-1: 19; SENP7 inh: 1; Apaf-1 inh: 4; HKDC1 inhibitor: -11; PfGluPho inh: 8; SENP8 block-2: -2; NLRP3 yeast inh: 5; SENP1 FRET inh: 1; SENP6 inh: 16

Results for CC(C)(C)c1ccc(-c2noc(CCC(=O)N3CCOCC3)n2)cc1 ?
SENP8 block-1: 10; SENP7 inh: -10; Apaf-1 inh: -3; HKDC1 inhibitor: -9; PfGluPho inh: 21; SENP8 block-2: -2; NLRP3 yeast inh: 18; SENP1 FRET inh: 1; SENP6 inh: 0

Results for Cc1ccc(/C=N/Nc2nc(C(C)(C)C)cs2)o1 ?
SENP8 block-1: -16; SENP7 inh: 2; Apaf-1 inh: 1; HKDC1 inhibitor: -1; PfGluPho inh: 19; SENP8 block-2: -3; NLRP3 yeast inh: 43; SENP1 FRET inh: -2; SENP6 inh: -2

How did CCCN(Cc1nc2cc(Cl)ccc2c(=O)[nH]1)C(=O)c1ccc(S(=O)(=O)N2CCCC2)cc1 do in these assays?
SENP8 block-1: -12; SENP7 inh: 0; Apaf-1 inh: 25; HKDC1 inhibitor: -2; PfGluPho inh: 10; SENP8 block-2: -20; NLRP3 yeast inh: 21; SENP1 FRET inh: -13; SENP6 inh: 0

Results for COCCNC(=O)Cn1cnc2sc(C)c(S(=O)(=O)N3CCC(C)CC3)c2c1=O ?
SENP8 block-1: 5; SENP7 inh: 4; Apaf-1 inh: -1; HKDC1 inhibitor: -8; PfGluPho inh: 1; SENP8 block-2: 4; NLRP3 yeast inh: 3; SENP1 FRET inh: 0; SENP6 inh: -3

What do the screens show for `c1ccc(OCc2ccc(CCCN3CCOCC3)cc2)cc1`?
SENP8 block-1: 8; SENP7 inh: 9; Apaf-1 inh: 5; HKDC1 inhibitor: -8; PfGluPho inh: -2; SENP8 block-2: -12; NLRP3 yeast inh: 23; SENP1 FRET inh: 2; SENP6 inh: -8

Results for O=C(CSc1nnc(-c2ccccc2)n1Cc1ccccc1)NC1CC1 ?
SENP8 block-1: 12; SENP7 inh: 7; Apaf-1 inh: -21; HKDC1 inhibitor: 1; PfGluPho inh: 3; SENP8 block-2: 7; NLRP3 yeast inh: 0; SENP1 FRET inh: 3; SENP6 inh: 8

How did O=C(NC(=O)c1c(F)cccc1F)Nc1ccccc1SC(F)F do in these assays?
SENP8 block-1: 2; SENP7 inh: -10; Apaf-1 inh: 5; HKDC1 inhibitor: 0; PfGluPho inh: 13; SENP8 block-2: -13; NLRP3 yeast inh: 8; SENP1 FRET inh: 0; SENP6 inh: -24

What do the screens show for `CCNS(=O)(=O)c1ccc(OCCNS(C)(=O)=O)cc1`?
SENP8 block-1: 17; SENP7 inh: -2; Apaf-1 inh: -29; HKDC1 inhibitor: -8; PfGluPho inh: 0; SENP8 block-2: 1; NLRP3 yeast inh: 17; SENP1 FRET inh: -1; SENP6 inh: -2

What do the screens show for `CN(Cc1ccccc1)C(=O)c1ccc(COc2ccccc2)cc1`?
SENP8 block-1: 16; SENP7 inh: 10; Apaf-1 inh: 10; HKDC1 inhibitor: -3; PfGluPho inh: 0; SENP8 block-2: -12; NLRP3 yeast inh: 35; SENP1 FRET inh: 3; SENP6 inh: -13

What do the screens show for `CCOC(=O)Cc1csc(NC(=S)NC(=O)c2ccc(F)cc2)n1`?
SENP8 block-1: 19; SENP7 inh: 9; Apaf-1 inh: 8; HKDC1 inhibitor: -3; PfGluPho inh: -11; SENP8 block-2: 3; NLRP3 yeast inh: 7; SENP1 FRET inh: 4; SENP6 inh: -9

Results for COc1ccc(-c2c3c(=O)n(C)c(=O)n(C)c3cn2-c2ccccc2)cc1 ?
SENP8 block-1: inactive; SENP7 inh: -13; Apaf-1 inh: 7; HKDC1 inhibitor: 6; PfGluPho inh: 2; SENP8 block-2: -5; NLRP3 yeast inh: 9; SENP1 FRET inh: -3; SENP6 inh: -7

Results for COc1ccc(C(=O)O/N=C(\N)c2ccccn2)c(OC)c1 ?
SENP8 block-1: 3; SENP7 inh: 32; Apaf-1 inh: -14; HKDC1 inhibitor: -5; PfGluPho inh: 15; SENP8 block-2: 8; NLRP3 yeast inh: -1; SENP1 FRET inh: 0; SENP6 inh: 22

Random excerpt: 2 compounds from above, in no set order.
Results for COc1ccc(-c2c3c(=O)n(C)c(=O)n(C)c3cn2-c2ccccc2)cc1 ?
SENP8 block-1: inactive; SENP7 inh: -13; Apaf-1 inh: 7; HKDC1 inhibitor: 6; PfGluPho inh: 2; SENP8 block-2: -5; NLRP3 yeast inh: 9; SENP1 FRET inh: -3; SENP6 inh: -7

How did COC(=O)C1CCN(C(=O)COC(=O)CC(NC(C)=O)c2ccccc2)CC1 (stereo not given) do in these assays?
SENP8 block-1: 18; SENP7 inh: -6; Apaf-1 inh: 12; HKDC1 inhibitor: 1; PfGluPho inh: -9; SENP8 block-2: -1; NLRP3 yeast inh: -8; SENP1 FRET inh: 0; SENP6 inh: -16

Screens (PubChem BioAssay)
